Compound activity: PubChem, several laboratories
MrgX1 PAM – allosterically activates human MrgX1 receptor signaling. Q96LB2. MrgX1-HEK293, Fluo-4 calcium flux, FDSS; hits give high values. B-score at 10 µM. 310,000 compounds, 0.63% hits. AID 588675;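 active = plate-corrected calcium response at least 3 library SD above typical, normal starting fluorescence, not activating the receptor alone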;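 also: compound read alongside a low EC10 to EC30 dose of BAM8-22 agonist; peak minus trough fluorescence over baseline measured at the second addition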
Target sequence (Q96LB2 whole entry, looked up): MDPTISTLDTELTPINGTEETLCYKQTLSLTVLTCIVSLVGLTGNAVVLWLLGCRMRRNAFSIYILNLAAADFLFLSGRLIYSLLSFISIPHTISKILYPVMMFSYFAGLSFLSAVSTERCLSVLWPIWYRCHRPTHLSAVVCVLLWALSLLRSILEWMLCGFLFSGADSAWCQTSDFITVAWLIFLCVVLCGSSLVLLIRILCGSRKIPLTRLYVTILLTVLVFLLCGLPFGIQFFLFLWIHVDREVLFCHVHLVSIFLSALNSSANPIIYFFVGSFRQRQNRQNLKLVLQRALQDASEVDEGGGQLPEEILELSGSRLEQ
HIF act – HIF pathway transcriptional activation; activation, % at 7.5 µM (by protocol); AID 1910; U2OS HRE-luciferase reporter, luminescence; normalized: DMSO 0%, desferrioxamine 100%; 300,000 compounds, 0.32% hits;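 active = mean activation of at least 10% of the iron chelator positive control signal, with at least half of replicates also reaching 10%; inconclusive = mean and replicate majority disagree about reaching 10%; inactive = mean and most replicates under 10%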
TRPC4 block – blocks the mouse TRPC4 cation channel; B-score at 10 µM; AID 2247; 300,000 compounds, 0.39% hits; Q9QUQ5; HEK293 TRPC4beta/mu-opioid, DAMGO-evoked Fluo4 calcium flux; hits give low values;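 active = B-score over 3 SD under the library average, no early fluorescence shift, positive overall ratio signal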
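Signal: kinetic Fluo4 fluorescence imaging of calcium influx. Material: stable TRPC4beta/mu-opioid receptor HEK293 cells. Probe or stimulus: DAMGO in two steps, submaximal then maximal.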
MrgX1 antag – antagonists of human MrgX1 receptor | AID 588676 | MRGX1-HEK293 calcium flux, Fluo-4, BAM8-22 antagonism; hits give low values | 310,000 compounds, 1.3% hits | B-score at 10 µM | Q96LB2;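 active = calcium-response B-score plate-corrected more than 3 library SD below zero, starting fluorescence within 5 deviations, no agonist response on first addition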;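 also: peak minus trough fluorescence over baseline after final BAM8-22 challenge near maximal dose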
TRPC4 potent – TRPC4 (mouse) allosteric potentiation; Q9QUQ5; HEK293 TRPC4beta/mu-opioid, DAMGO EC20, Fluo-4 Ca2+ flux; hits give high values; B-score at 10 µM; 310,000 compounds, 0.42% hits; AID 2227;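 active = B-score of calcium response area above 5 SD of library B-scores, with initial fluorescence ratio within 5 SD of library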;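 also: B-score of integrated fluorescence ratio over time as area under calcium response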
TRPC6 inh – blocks the mouse TRPC6 cation channel | B-score at 10 µM | AID 2553 | HEK293-TRPC6, membrane potential dye, ACh-evoked depolarization; hits give low values | 310,000 compounds, 1.1% hits | Q61143;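 active = B-score under library mean minus 3 SD, initial fluorescence not abnormally high, positive integrated signal ratio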;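 also: B-score derived from integrated fluorescence ratio over the kinetic read; more negative B-score means stronger inhibition of depolarization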
AI-2 QS mod – modulates the Vibrio harveyi AI-2 quorum sensing system | Vibrio harveyi JMH597 AI-2 luminescence/OD600 ratio, 9 h; hits give low values; strain lacks LuxN and CqsS sensors; 0 = neutral-control median | activity change, % at 7.5 µM | 300,000 compounds, 0.4% hits | AID 2094; in the data active = activity change below about -75%, passing the limit was not always enough; inconclusive = no clear call, values can overlap the other calls;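 also: luminescence divided by OD600 gain over 9 h not by final OD600 alone; inactives centre near 13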
PolyA inhibitor – yeast polyadenylation inhibition; S. cerevisiae SKY197-pL101 polyadenylation reporter, beta-gal luminescence; efflux-impaired pdr1/pdr3 knockout yeast; score 100 = 6 SD above DMSO; calls only at 12 µM; 300,000 compounds, 0.02% hits; AID 1875;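 active = lowest replicate activity score at least 50, where 100 means six control SD above control mean; inconclusive = lowest score under 50 but half or more replicates reach 50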;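 also: yeast exposed to compound for 9 h at 30 °C; higher score means more reporter readthrough which indicates perturbed polyadenylation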
TRPC6 act – activators of mouse TRPC6 channel; Q61143; HEK293-TRPC6 membrane potential dye fluorescence; hits give high values; B-score at 10 µM; 310,000 compounds, 0.13% hits; AID 2550;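 active = B-score of the integrated fluorescence ratio above library mean plus 3 SD, and starting fluorescence ratio within library mean plus 5 SD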;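 also: higher score means more depolarization so channel activation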
MrgX1 agonist – activates human MrgX1 receptor signaling; 310,000 compounds, 0.44% hits; Q96LB2; B-score at 10 µM; MrgX1-HEK293 cells, Fluo-4 calcium fluorescence, agonist mode; hits give high values; AID 588627;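 active = calcium response B-score plate-corrected fluorescence ratio at least 3 library SD, with starting fluorescence B-score inside 5 SD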
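Test system: Stable human MrgX1 HEK293 cell line | Schedule: Overnight plating before 1 h dye loading | Read-out basis: Baseline-normalised fluorescence change ratio, B-scored | Detection: Kinetic calcium dye fluorescence, Fluo-4 NW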
TRPC4 agonist – activators of mouse TRPC4 channel | Q9QUQ5 | HEK293 TRPC4beta/mu-opioid, Fluo4 calcium fluorescence; hits give high values | B-score at 10 µM | 310,000 compounds, 0.49% hits | AID 2237;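 active = B-score above 5 SD of library B-scores, and initial fluorescence ratio not above library mean plus 5 SD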;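 also: positive B-score marks a calcium rise read as TRPC4 activation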
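Material: TRPC4beta and mu-opioid receptor HEK293 stable cells | Incubation: 45 min room-temperature Fluo4 loading, 110 s read | Detection: Kinetic Fluo4 calcium fluorescence | Measure: Integrated baseline-normalised fluorescence ratio, converted to per-well B score | Benchmarks: Low control buffer alone, high control maximal DAMGO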
* = called active by the depositor; i = inactive; ? = inconclusive; nt = not tested or not shown. Not all compounds are listed; count on the stated rates, not on these rows.

The line under a structure holds: MrgX1 PAM	HIF act	TRPC4 block	MrgX1 antag	TRPC4 potent	TRPC6 inh	AI-2 QS mod	PolyA inhibitor	TRPC6 act	MrgX1 agonist	TRPC4 agonist
1	CCN(C(=O)CSc1nnc(-c2ccc(OC(F)F)cc2)n1N)C1CCS(=O)(=O)C1 (stereo unspecified)
→ i	-1.7	i	i	i	i	10	i	i	i	i
2	COc1ccc(Oc2cc(Cl)nc(N)n2)cc1
→ i	0.7	i	i	i	i	9	i	i	i	i
3	COCCSc1nnc(NC(=O)C2CC(=O)N(c3ccc(C)cc3)C2)s1 (stereo unspecified)
→ i	-16	i	i	i	i	3	i	i	i	i
4	Cc1ccc(-c2c(C)sc(=NC(=O)c3ccco3)n2C)cc1
→ i	1.8	i	i	i	i	-2	i	i	i	i
5	CC1CCCC(NC(=O)CSc2nccn2C)C1C (stereo unspecified)
→ i	0.2	nt	i	i	i	17	i	i	i	i
6	COc1ccc(-c2csc(NC(=O)c3cccs3)c2C(=O)O)cc1OC
→ i	-0.1	i	i	i	i	21	i	i	i	i
7	Cc1onc(-c2ccccc2)c1NC(=O)Nc1c(-c2ccccc2)noc1C
→ i	-0.1	i	i	i	i	14	i	i	i	i
8	Cc1ccc(OCc2ccc(C(=O)NN)o2)cc1C
→ i	1.0	i	i	i	i	8	i	i	i	i
9	CCN(CC)C(=O)c1ccc(/C=C/c2c[nH]c3ccccc23)[n+](C)c1
→ i	-0.5	i	i	i	i	19	i	i	i	i
10	Cc1[nH]n(-c2ccc(Cl)cc2)c(=O)c1/C=N/n1c(C)nc2ccccc2c1=O
→ 11*	0.0	i	i	i	i	6	i	i	i	i
11	CCOc1ccc(NC(=O)CN(c2ccc(OC)cc2)S(C)(=O)=O)cc1
→ i	1.8	i	i	i	i	27	i	i	i	i
12	Cc1ccc2cc(CN(Cc3nnnn3C3CCCC3)C3CCCCC3)c(=O)[nH]c2c1C
→ nt	0.1	i	nt	i	i	16	i	i	nt	i
13	N#CC(c1ccc(Cl)cc1)c1ccc(Cl)nn1 (stereo unspecified)
→ i	0.2	i	i	i	i	16	i	i	i	i
14	COC(=O)CCC(=O)N1CCc2cc(S(=O)(=O)N3CCc4ccccc43)ccc21
→ i	0.1	i	i	i	i	2	i	i	i	i
15	N#Cc1c(N)nc2c(c1-c1ccncc1)CCCCCC2
→ i	-0.1	i	i	i	i	57	i	i	i	i
16	O=C(Nc1ccccc1)Nc1nnc(-c2ccccc2)o1
→ i	0.6	i	i	i	i	-2	i	i	i	i
17	CN1c2ccccc2Oc2nnc(Cl)cc21
→ i	0.2	i	i	i	i	18	i	i	i	i
18	COc1cc(NC(=S)N2CCCC2)cc(OC)c1
→ i	nt	i	i	i	i	20	nt	i	i	i
19	CN(C)/C=C/c1[nH]c(=O)[nH]c(=O)c1[N+](=O)[O-]
→ i	0.2	i	i	i	i	16	i	i	i	i
20	Cc1cc(F)ccc1S(=O)(=O)Nc1ccccc1C(=O)Nc1ccc2[nH]c(=O)[nH]c2c1
→ i	0.0	i	i	i	i	9	i	i	i	i
21	CC(C)c1ccc(/C=N/NC(=O)C2CCCC2)cc1
→ i	3.4	i	i	i	i	?	i	i	i	i
22	CCc1nc2ccccc2n1CC(C)C(=O)O (stereo unspecified)
→ i	-0.2	i	i	i	i	12	i	i	i	i
23	Fc1ccc(-c2cc(C(F)(F)F)nc(N3CCCCC3)n2)cc1
→ i	-0.5	i	i	i	i	48	i	i	i	i
24	COc1ccc(CNC(=O)C(=O)NCC2OCCN2S(=O)(=O)c2ccc(OC)cc2)cc1 (stereo unspecified)
→ i	-0.4	i	i	i	i	10	i	i	i	i
25	Cc1cccc(C)c1NC(=O)COc1ccccc1C(=O)Nc1ccc(Br)cn1
→ i	-3.0	i	i	i	i	-15	i	i	i	i
26	NC(=O)Cc1cn(-c2ncc(C(F)(F)F)cc2Cl)c2ccccc12
→ i	-0.7	i	i	i	i	1	i	i	i	i
27	CCOc1ccc(N(CC(=O)N2CCCC2)S(=O)(=O)c2c(C)noc2C)cc1
→ i	nt	i	i	i	i	25	i	i	i	i
28	Cc1cc2oc(=O)cc(-c3cc4ccccc4o3)c2cc1O
→ i	0.5	i	i	i	i	1	i	i	i	i
29	CCOc1ccc(CCNC(=O)c2cc3sc(Cl)cc3n2C)cc1OCC
→ i	-0.2	i	i	i	i	12	i	i	i	i
30	COc1cc(NC(=O)c2cc(-c3ccco3)on2)c(OC)cc1Cl
→ i	-0.2	i	i	i	i	0	i	i	i	i
31	CN1CCN(CCC(=O)N/N=C/C=C2\N(C)c3ccccc3C2(C)C)CC1
→ i	-0.2	i	i	i	i	11	i	i	i	i
32	CC(C)(C)C(=O)Cn1c(NCCO)nc2ccccc21
→ i	-0.4	i	i	i	i	7	i	i	i	i
33	CCCCN(C(=O)c1cnc2n(c1=O)CCS2)c1ccccc1
→ i	0.3	i	i	i	i	28	i	i	i	i
34	O=C1CC(Sc2nnnn2-c2ccccc2)C(=O)N1c1cccc(Cl)c1 (stereo unspecified)
→ i	0.1	i	i	i	i	12	i	i	i	i
35	CCOc1ccc(NC(=S)NNc2ccnc3cc(Cl)ccc23)cc1
→ i	1.3	i	i	i	i	-18	i	i	i	i
36	CCS(=O)(=O)N1CCC(C(=O)Nc2cccc(C(C)=O)c2)CC1
→ i	-1.0	i	i	i	i	30	i	i	i	i
37	CCn1c(=O)c(C(=O)CN2CCCc3ccccc32)c(N)n(Cc2ccccc2)c1=O
→ i	0.6	i	i	i	i	22	i	i	i	i
38	COc1ccc(C2C(C(=O)c3ccc(C)o3)=C(O)C(=O)N2Cc2cccnc2)cc1OC (stereo unspecified)
→ i	-0.3	i	i	i	i	21	i	i	i	i
39	O=c1c2c(nc3n1CCCCC3)sc1c(O)c(Br)ccc12
→ i	2.6	i	-5.4*	i	i	14	i	i	i	i
40	Cc1cc(N2CCOCC2)n2cc(-c3ccccc3)nc2n1
→ i	0.4	i	i	i	i	14	i	i	i	i
41	Cc1cccc(-n2c(N)cc(=O)nc2SCC(=O)Nc2nnc(C)s2)c1
→ nt	-43	i	nt	i	i	57	i	i	nt	i
42	CC12CCC(C/C1=N\N=C1\NC(=O)/C(=C\c3cccc(Br)c3)S1)C2(C)C (stereo unspecified)
→ i	-0.9	i	i	i	i	42	i	i	i	i
43	Nc1nc(CSc2ncn(-c3ccccc3)n2)cs1
→ i	1.2	i	i	i	i	28	i	i	i	i
44	Cn1cc(SCC(=O)O)c2ccccc21
→ i	-0.6	i	i	i	i	12	i	i	i	i
45	CC(CCc1ccccc1)NC(=O)COC(=O)c1cccs1 (stereo unspecified)
→ i	-0.2	i	i	i	i	-1	i	i	i	i
46	CC(CCc1ccccc1)NC(=O)c1ccc(Br)o1 (stereo unspecified)
→ i	0.0	i	i	i	i	4	i	i	i	i
47	CCCC(=O)Nc1sc(C)c(C)c1C(=O)Nc1cccc(C)c1
→ i	0.4	i	i	i	i	24	i	i	i	i
48	O=C(CCNS(=O)(=O)c1cccc2nsnc12)NCc1ccccc1
→ i	-0.1	i	i	i	i	-29	i	i	i	i
49	CCOC(=O)CN1C(=O)Nc2ccc(Br)cc2C1c1ccccc1 (stereo unspecified)
→ i	-0.6	i	i	i	i	-1	i	i	i	i
50	Cc1ccccc1NS(=O)(=O)c1ccc(C)c(C(N)=O)c1
→ i	-0.2	i	i	i	i	28	i	i	i	i
51	O=C(CN(c1ccc(Cl)cc1)S(=O)(=O)c1ccc(Cl)c([N+](=O)[O-])c1)NCCc1ccccc1
→ i	0.0	i	i	i	i	19	i	i	i	i
52	CCN(Cc1ccccc1)C(c1ccc(C)cc1)c1nnnn1C(C)(C)C (stereo unspecified)
→ i	-0.1	i	i	i	i	29	i	i	i	i
53	COC(=O)[C@H](Cc1ccccc1)NC(=O)[C@@]1(C)C[C@@H]1[C@@H](NC(=O)OCc1ccccc1)c1ccccc1
→ i	-0.2	i	i	i	i	-2	i	i	i	i
54	Fc1ccc(/C=N/n2c(COc3ccccc3)n[nH]c2=S)cc1
→ i	0.7	i	i	i	i	0	i	i	i	i
55	CSc1nc2c(c(=O)[nH]1)C(c1ccccc1Cl)CC(=O)N2 (stereo unspecified)
→ i	-0.8	i	i	i	i	11	i	i	i	i
56	N/C(Cc1cccc2ccccc12)=N\OC(=O)c1cccs1
→ i	1.8	-6*	i	i	i	25	i	i	i	i
57	CCOc1ccc(OCC)c(NC(=O)C2CCN(S(=O)(=O)c3c(C)[nH]c(=O)[nH]c3=O)CC2)c1
→ i	-0.2	i	i	i	i	24	i	i	i	i
58	Cc1cccc(NC(=O)CCCN2C(=O)c3ccccc3C2=O)n1
→ i	-0.5	i	i	i	i	13	i	i	i	i
59	Nc1nc(SCC(=O)NCCCN2CCOCC2)nc2sc3c(c12)CCC3
→ i	-0.2	i	i	i	i	15	i	i	i	i
60	Cc1cc(C)nc(NS(=O)(=O)c2ccc(NS(=O)(=O)c3ccc(C#N)cc3)cc2)n1
→ i	-0.3	i	i	i	i	7	i	i	i	i

(list continues)
The line under a structure holds: MrgX1 PAM	HIF act	TRPC4 block	MrgX1 antag	TRPC4 potent	TRPC6 inh	AI-2 QS mod	PolyA inhibitor	TRPC6 act	MrgX1 agonist	TRPC4 agonist
61	CCOc1ccc(CNC(=O)CCCn2ccc3cc(S(=O)(=O)N4CCCC4)ccc32)cc1
→ i	nt	i	i	i	i	18	i	i	i	i
62	O=S(=O)(NCC(c1cccnc1)N1CCc2ccccc2C1)c1ccccc1 (stereo unspecified)
→ i	0.2	i	i	i	i	12	i	i	i	i
63	Cc1c(Cl)cccc1NC(=O)C1=COCCO1
→ i	1.1	i	i	i	i	8	i	i	i	i
64	O=C(COc1ccc(S(=O)(=O)NC2CCCCC2)cc1)Nc1ccc2c(c1)OCCO2
→ i	-0.4	i	i	i	i	10	i	i	i	i
65	CCN(CC)S(=O)(=O)c1ccc(C)c(NC(=S)N2CCN(Cc3ccc4c(c3)OCO4)CC2)c1
→ i	0.4	i	i	i	i	-6	i	i	i	i
